Dyrk1A ADPGlo: Dyrk1A (rat) kinase inhibition | Q63470 | ADP-Glo luminescence, NFATc1 peptide | inhibition, % at 12.5 µM | 310,000 compounds, 0.43% hits; in the data active = inhibition above about 50%;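 also: plate controls were vehicle with enzyme for no effect and no enzyme for full effect; many of its hits are not listed in these tables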
GSK3B inh: blocks human GSK3beta kinase activity. P49841. GST-GSK3beta kinase, ADP-Glo luminescence, 60 min; active compounds read low. activity score (negative = inhibition), % at 10 µM. 300,000 compounds, 0.038% hits. AID 2097;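 active = more than half of replicate wells score below -50%, meaning over 50% inhibition versus plate controls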;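 also: 0% = median DMSO wells and -100% = median GW8510 positive control wells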
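test system = GST-tagged human GSK3beta kinase, cell-free | reagent = 25 µM ATP with peptide substrate | dosing = one dose of 10 µM per compound | schedule = 60 min reaction, RT | detection = luminescent ADP-Glo measurement of ADP formed | control set = DMSO neutral wells and GW8510 at 20 µM as positive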
KCNK3 block: human KCNK3 channel inhibition, primary screen; O14649; B-score at 10 µM; CHO-KCNK3 thallium flux, FluxOR fluorescence; active compounds read low; AID 602410; 340,000 compounds, 0.84% hits;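 active = B-score under library mean minus 4 SD, starting fluorescence ratio at most library mean plus 5 SD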;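 also: more negative B-score means stronger inhibition of thallium flux through KCNK3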
HDAC3 inhib: blocks human histone deacetylase 3. recombinant HDAC3, fluorogenic peptide/trypsin coupled, fluorescence. 320,000 compounds, 0.15% hits. inhibition, % at 8.3 µM. O15379; in the data active = inhibition above about 26%, passing the limit was not always enough
Target sequence (O15379 whole entry, looked up): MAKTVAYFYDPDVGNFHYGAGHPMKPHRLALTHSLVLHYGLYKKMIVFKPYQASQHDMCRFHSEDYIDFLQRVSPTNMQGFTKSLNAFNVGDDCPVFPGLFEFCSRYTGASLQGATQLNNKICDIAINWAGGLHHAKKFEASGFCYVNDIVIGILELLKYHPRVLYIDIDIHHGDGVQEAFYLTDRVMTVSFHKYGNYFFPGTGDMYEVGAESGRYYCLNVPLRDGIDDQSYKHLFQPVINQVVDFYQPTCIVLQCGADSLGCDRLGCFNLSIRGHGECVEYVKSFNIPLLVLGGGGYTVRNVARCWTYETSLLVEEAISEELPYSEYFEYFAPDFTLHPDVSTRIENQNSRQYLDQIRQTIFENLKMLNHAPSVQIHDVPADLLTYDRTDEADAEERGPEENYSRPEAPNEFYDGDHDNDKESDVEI
PolyA inh: inhibitors of polyadenylation in S. cerevisiae; S. cerevisiae SKY197-pL101 polyadenylation reporter, beta-gal luminescence; efflux-impaired pdr1/pdr3 knockout yeast; score 100 = 6 SD above DMSO; calls only at 12 µM; 300,000 compounds, 0.02% hits; AID 1875;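 active = lowest replicate activity score at least 50, where 100 means six control SD above control mean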;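 also: yeast exposed to compound for 9 h at 30 °C; higher score means more reporter readthrough which indicates perturbed polyadenylation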
KCNK9 block: inhibitors of human KCNK9 two-pore domain potassium channel; B-score at 10 µM; Q9NPC2; AID 488922; 310,000 compounds, 1.2% hits; HEK293 KCNK9, FluxOR thallium flux fluorescence; active compounds read low;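 active = ratio B-score over 3 SD below the library mean, with starting fluorescence within 5 SD of its mean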;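 also: negative B-score means less thallium flux so channel inhibition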
KCNQ1 inh: blocks the human KCNQ1 potassium channel. 310,000 compounds, 1.3% hits. P51787. B-score at 10 µM. CHO-K1 KCNQ1, FluxOR thallium flux fluorescence; active compounds read high. AID 2642;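 active = compounds whose thallium flux B-score, printed positive for inhibition, exceeds three library SD while starting fluorescence stays within three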;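 also: channel opened by potassium depolarization with thallium stimulus after 20 min compound exposure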
RGS4 act: RGS4 potentiation or activation | HEK293 M3R/inducible RGS4, carbachol calcium flux Fluo4; active compounds read low | B-score at 10 µM | 310,000 compounds, 0.92% hits | AID 463111;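 active = B-score of the integrated calcium signal more than 4 SD below the library mean, with starting fluorescence not abnormally high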;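 also: negative B-score means reduced calcium response which marks RGS4 activation or potentiation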
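Assay system: HEK293 FlpIn-TREx cells, stable M3R, doxycycline-inducible RGS4 / Probe or stimulus: carbachol, ECmax concentration / Times: overnight RGS4 induction, 30 min dye load 37 °C, 20 min compound RT / Signal: kinetic calcium fluorescence imaging with Fluo4-AM dye, 2 µM / Measure: Agonist-evoked peak-minus-minimum fluorescence over baseline, integrated ratio, B score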
hERG protect: shields human hERG channel from block by proarrhythmic agents; AID 1511; 310,000 compounds, 0.51% hits; CHO-hERG, FluxOR thallium flux, dofetilide IC70 present; activation (rescue from dofetilide block), less the hit threshold, % at 10 µM; Q12809;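 active = activation above the mean of controls blocked by dofetilide plus 5 SD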;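 also: thallium influx through hERG after potassium depolarization seen as dye fluorescence rise; in these data hits start at about 4.7%; inactives centre near -7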
KCNQ1 act: potentiates or activates the human KCNQ1 potassium channel | P51787 | CHO-K1 KCNQ1, thallium flux FluxOR fluorescence; active compounds read high | B-score at 10 µM | 310,000 compounds, 0.35% hits;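 active = fluorescence ratio B-score, a plate-corrected score, at least three library SD, with initial intensity B-score within 5 SD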
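Assay system: stable KCNQ1 CHO-K1 line; medium: assay buffer, equal DMSO in all wells; timing: 90 min dye loading and 20 min compound exposure, both at room temperature; technique: kinetic FluxOR thallium fluorescence, 10-s 1-Hz baseline, 110-s post-stimulus read; read-out basis: B score of baseline-normalized fluorescence ratio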
GSK3 alpha inh: human GSK-3 alpha kinase inhibition; P49840; ADP-Glo luminescence, 60 min; inhibition, % at 10 µM; 320,000 compounds, 0.1% hits;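 in the data active = inhibition above about 50%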;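 also: GST-tagged GSK-3 alpha with peptide substrate and 25 µM ATP; 0% = DMSO neutral wells and 100% = GW8510 positive control wells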
Target sequence (P49840 whole entry, looked up): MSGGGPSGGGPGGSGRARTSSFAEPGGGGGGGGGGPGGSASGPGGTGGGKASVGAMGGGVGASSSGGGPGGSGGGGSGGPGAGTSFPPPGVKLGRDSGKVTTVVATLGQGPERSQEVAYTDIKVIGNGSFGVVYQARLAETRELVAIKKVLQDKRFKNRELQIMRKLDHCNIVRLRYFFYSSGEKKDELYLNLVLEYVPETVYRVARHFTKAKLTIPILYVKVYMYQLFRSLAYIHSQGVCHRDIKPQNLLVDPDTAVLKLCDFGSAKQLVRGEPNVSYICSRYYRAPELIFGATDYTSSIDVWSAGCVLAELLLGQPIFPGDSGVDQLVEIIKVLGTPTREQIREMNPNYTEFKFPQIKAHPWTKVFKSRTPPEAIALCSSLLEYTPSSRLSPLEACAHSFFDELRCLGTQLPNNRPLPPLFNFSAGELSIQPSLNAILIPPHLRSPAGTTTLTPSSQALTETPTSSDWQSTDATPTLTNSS
* hit, by the source's call; i = inactive; · = no result given. Not all compounds are listed, so the mix of outcomes need not match the whole.

no.	Compound	Dyrk1A ADPGlo	GSK3B inh	KCNK3 block	HDAC3 inhib	PolyA inh	KCNK9 block	KCNQ1 inh	RGS4 act	hERG protect	KCNQ1 act	GSK3 alpha inh
1	CCN(c1ccccc1)S(=O)(=O)c1ccc(OCc2c(C)noc2C)cc1	6	-1	i	5	i	i	i	i	-3	i	0
2	Cc1csc(SC(C)C(=O)NCC(=O)Nc2ccc(F)c(F)c2F)n1 (centres undefined)	-6	-2	i	-13	i	i	i	i	-5	i	-1
3	Cc1cccc(NC(=O)NNC(=O)CCc2ccccc2)c1	-2	-1	i	-2	i	i	i	i	-10	i	-3
4	CC1(CCC(=O)N2CCCC(N3CCN(c4ccc(F)cc4)CC3)C2)CC1 (centres undefined)	0	0	i	3	i	i	i	i	-9	i	-1
5	Cc1cc(S(=O)(=O)Nc2ccc3cn[nH]c3c2)c(C)cc1Cl	5	·	i	1	i	i	i	i	-15	i	2
6	COC(=O)c1c(NC(=O)C2CC(C)=C(C)CC2C(=O)O)sc2c1CCCCC2 (centres undefined)	-13	3	i	1	i	i	i	i	-13	i	·
7	O=C(Nc1cc(Cl)cc(Cl)c1)C(c1ccccc1)N1CCCCC1 (centres undefined)	3	6	i	1	i	i	8*	i	-8	i	0
8	CCC(CC)C1C(C#N)=C(N)Oc2n[nH]c(-c3ccccc3)c21 (centres undefined)	-3	-1	i	9	i	i	i	i	0	i	0
9	Cc1ccc2c(c1)C(c1ccccc1)C(=O)O2 (centres undefined)	·	2	i	-1	i	i	i	i	-8	i	-3
10	CNC(=O)Nc1ccccc1F	1	-1	i	-5	i	i	i	i	-8	i	4
11	O=C(NCc1cccnc1)c1ccc([N+](=O)[O-])cc1	1	-4	i	-1	i	i	i	i	-13	i	-2
12	Cc1cc(C(F)(F)F)nc(SCC(=O)Nc2nccs2)n1	0	-2	i	4	i	i	i	i	-3	i	0
13	CCOc1ccc(-c2nc(-c3ccncc3)no2)cc1OCC	0	-1	i	-7	i	i	i	i	-4	i	-2
14	CC(O)Cc1cn([C@@H](CCCCN)C(=O)N2CCNCC2)nn1 (some centres undefined)	-8	2	i	1	i	i	i	i	-7	19*	·
15	O=C(CN1C(=O)COc2ccc(S(=O)(=O)N3CCCC3)cc21)Nc1cccc(F)c1	2	2	i	1	i	i	i	i	-2	i	1
16	COc1ccc(CSCC(=O)N/N=C/c2ccc(OCC(=O)NCc3ccco3)cc2)cc1	0	1	i	-2	i	i	i	i	-7	i	-4
17	COc1ccccc1NC(=S)N1CCC(NC(=O)c2ccco2)CC1	4	-2	i	·	i	i	i	i	-11	i	1
18	CC(=O)NC1=NN(C(C)=O)C(C)(c2ccc(C)o2)S1 (centres undefined)	0	0	i	-7	i	i	i	i	-13	i	5
19	CCC1(C)N=c2c(c(=O)n(C)c(=O)n2C)=NO1 (centres undefined)	-1	-2	i	10	i	i	i	i	-5	i	-2
20	CCc1ccc(N2CC(C)Cn3c2nc2c3c(=O)n(CCN3CCOCC3)c(=O)n2C)cc1 (centres undefined)	3	1	i	-2	i	i	i	i	-3	i	4
21	O=C1OCCN1c1c(-c2ccccc2)c(N2CCOCC2)nc2ccccc12	-2	-1	i	1	i	i	i	i	-8	i	1
22	COc1ccc(-c2[nH]ncc2CN(C)Cc2cccnc2)c(OC)c1	-6	-4	i	-1	i	i	i	i	-7	i	1
23	CCN(CC(=O)Nc1c(F)cccc1F)C(=O)c1cc(S(=O)(=O)N(C)C)ccc1N1CCCC1	-2	1	i	5	i	i	i	i	-15	i	0
24	CN(NC(=O)c1ccccc1)c1ncc(C(F)(F)F)cc1Cl	·	-1	i	-3	i	i	i	i	-4	i	0
25	Cc1cc(NC(=O)c2ccc3c(c2)C(=O)N(c2cccc(C)c2C)C3=O)no1	2	0	i	9	i	i	i	i	-9	i	1
26	CC(C)(C)C(=O)Nc1nnc(SCC(=O)Nc2nccs2)s1	4	-2	i	-10	i	i	i	i	-5	i	4
27	COc1ccc(NC(=O)c2cnc(SC)n2-c2ccc(F)cc2)c(OC)c1	-1	-1	i	3	i	i	i	i	-8	i	5
28	O=C(Cc1ccc(Cl)cc1)NNS(=O)(=O)c1ccc([N+](=O)[O-])cc1	-2	-24	i	-3	i	i	i	i	-7	i	-1
29	Cc1cc(C)cc(N(C(=O)CNC(=O)c2cccs2)C(C(=O)NC2CCCC2)c2cccnc2)c1 (centres undefined)	-9	0	i	6	i	i	i	i	-3	i	-4
30	CCN(CC)c1ccc(NC(=O)c2cccnc2)cc1	3	-2	i	3	i	i	i	i	-5	i	-3
31	O=C(Cn1nc(C(F)F)cc1C(F)F)N/N=C/c1ccc2c(c1)OCO2	-1	1	i	-1	i	i	i	i	-3	i	3
32	Cc1cc(F)ccc1S(=O)(=O)Nc1ccccc1C(=O)NCc1cccnc1	0	4	i	-12	i	i	i	i	-20	i	-1
33	CCOc1ccc(NC(=O)CC(c2ccccc2)c2ccc(F)cc2)cc1 (centres undefined)	-6	3	i	0	i	i	i	i	-4	i	-5
34	N#Cc1c(Nc2ccccc2)c(/C=N/NCCO)c[nH]c1=O	4	0	i	3	i	i	i	i	-5	i	5
35	O=C(Nc1nc2ccccc2s1)c1cccc(S(=O)(=O)N2CCc3ccccc32)c1	9	3	i	·	i	i	i	i	-24	i	-1
36	Cc1ccc(OCC(O)CNC2CCCC2)c(C)c1 (centres undefined)	-1	0	i	10	i	i	i	i	-5	i	-3
37	COc1cc(CN2CCC(C)CC2)ccc1OCc1ccccc1	4	0	i	-2	i	i	i	i	-3	i	-3
38	O=C(O)CC1S/C(=N/N=C/C=C/c2ccccc2[N+](=O)[O-])NC1=O (centres undefined)	-5	-1	i	0	i	i	i	i	0	i	-2
39	Cc1nc(C)c(C(=O)C2=C(O)C(=O)N(CCN(C)C)C2c2ccccc2)s1 (centres undefined)	1	3	i	7	i	i	i	i	-1	i	-3
40	COc1cc(N(C)C)c(NC(C)=O)cc1C(=O)O	-3	2	i	-9	i	i	i	i	-11	i	-2
41	CCOc1ccc(NC(=O)c2nnn(CC(=O)Nc3ccccc3OCC)c2N)cc1	-4	23	i	4	i	i	i	i	-2	i	-4
42	N#Cc1nc(COc2ccc(F)cc2)oc1N1CCC(Cc2ccccc2)CC1	-4	-1	i	10	i	i	i	i	-11	i	·
43	O=C(CCn1c(=S)oc2ccccc21)Nc1ccccc1Br	-2	-1	i	0	i	i	i	i	2	i	1
44	COc1ccc(S(=O)(=O)N[C@H](C(=O)O)C(C)C)cc1	-7	-2	i	-4	i	i	i	i	-4	i	-8
45	O=c1c2oc3ccccc3c2ncn1Cc1ccc(Cl)cc1	·	-3	i	-3	i	i	i	i	-6	i	0
46	CCOC(=O)N(CC)OC(=O)Nc1ccc(Cl)cc1	0	-1	i	-2	i	i	i	i	-5	i	-3
47	CCCC(=O)Nc1ccc(C(=O)NCCCn2ccnc2)cc1	-3	-7	i	0	i	i	i	i	-12	i	-2
48	CCOc1cc(NC(=S)NCc2ccco2)c(OCC)cc1NC(=O)CC	-4	1	i	-2	i	i	i	i	-4	i	-1
49	COc1ccc(C(=O)Nc2c(O)ccc3ccccc23)cc1	·	-2	i	2	i	i	i	i	-6	i	7
50	c1ccc2c(SCc3cn4ccccc4n3)nncc2c1	23	2	i	5	i	i	i	i	-22	i	-2

Along the list, quoted from above:
hERG protect for entries 44 to 48 → -4, -6, -5, -12, -4
KCNK3 block for entries 44 to 48 → i, i, i, i, i
Dyrk1A ADPGlo for entries 44 to 48 → -7, ·, 0, -3, -4

The results go on:
no.	Compound	Dyrk1A ADPGlo	GSK3B inh	KCNK3 block	HDAC3 inhib	PolyA inh	KCNK9 block	KCNQ1 inh	RGS4 act	hERG protect	KCNQ1 act	GSK3 alpha inh
51	CC(C)C(=O)Nc1nnc(CSCc2ccccc2F)s1	-2	-1	i	5	i	i	i	i	-4	i	-1
52	Clc1cccc(OCCN2CCOCC2)c1	·	-2	i	11	i	i	i	i	-11	i	0
53	Cc1cccc(-n2c(SCC(N)=O)nc3c(c2=O)C2(CCCC2)Cc2ccccc2-3)c1	-3	-5	i	-2	i	-9*	i	i	-6	i	0
54	C[C@@H]1CCC[C@@]2(O[C@@H](CCO)C[C@H](O)[C@H]2O)O1	2	0	i	4	i	i	i	i	-4	i	1
55	O=C(CS(=O)(=O)c1c[nH]c2ccccc12)Nc1ccc2c(c1)OCCO2	-1	3	i	1	i	i	i	i	-15	i	-2
56	CC1=C(C#N)c2nc(N)c(C#N)c(C)c2/C1=C\c1ccc(C)cc1	·	0	·	2	i	i	i	i	-16	i	6
57	Cc1c(CNCCCc2ccccc2)c(C(=O)O)c(C)n1Cc1ccccc1	0	2	i	2	i	i	i	i	-15	i	1
58	O=C(c1cc2nc(-c3ccc(F)cc3)cc(C(F)(F)F)n2n1)N1CCOCC1	-8	-2	i	-4	·	i	i	i	0	i	-1
59	O=C(CN1CCCc2ccccc21)N/N=C/c1c(O)ccc2ccccc12	-4	-6	i	-2	i	i	7*	i	-5	i	9
60	C=CCN(C(=O)CCC(=O)Nc1cc(C)on1)C(C(=O)NC1CCCC1)c1ccc(OC)c(OC)c1 (centres undefined)	-2	-1	i	-5	i	i	i	i	-6	i	-4
61	COc1ccccc1CCNC(=O)CN1C(=O)NC2(CCCC2)C1=O	-4	3	i	-3	i	i	i	i	-9	i	-2
62	Cc1cccnc1NC(=O)CNC(=O)C12CC3CC(CC(C3)C1)C2	-4	-4	i	·	i	i	i	i	-8	i	·
63	O=C1CS/C(=C/C(=O)c2cccc(Cl)c2)N1	2	2	i	6	i	i	i	i	-2	i	-4
64	COc1ccc(CC(=O)Nc2cccc(/C(C)=N/NC(=O)C3(C)CC3(Br)Br)c2)cc1 (centres undefined)	2	1	i	-3	i	i	i	-9.3*	-14	i	-1
65	COc1ccc(CCNC(=O)c2cnn3cccnc23)cc1OC	0	-3	i	8	i	i	i	i	-12	i	-1
66	CCOC(=O)c1ccc(N(CC(=O)NC2CCCC2)C(=O)CNC(=O)c2ccco2)cc1	4	-3	i	9	i	i	i	i	-5	i	-1
